Screening data (PubChem BioAssay)
RT RNaseH block – inhibitors of HIV-1 reverse transcriptase RNase H | P04585 | RT-RNase H RNA/DNA duplex cleavage, fluorescence | inhibition, % at 10 µM | 65,000 tested, 1.9% active; in the data active = inhibition above about 50%
RmlCD inh mix – RmlC/RmlD inhibition, mixture screen. 110,000 tested, 0.39% active. inhibition, % at 5.5 µM. RmlC/RmlD coupled enzyme inhibition, 384-well mixture HTS. AID 1532; in the data active = inhibition above about 30%, passing the limit was not always enough; inconclusive = no clear call, values can overlap the other calls; also: strong numbers were not always called active
Starred values were filed as active, the others as inactive; ? = inconclusive; · = no result given. These rows are one share of the data. The share of hits here may be higher or lower than overall.

SMILES	RT RNaseH block	RmlCD inh mix
CCOC(=O)C(CC)(CCC(=O)O)c1csc(N)n1 (configuration not stated)	0	1
O=C(C1CCC(CNS(=O)(=O)c2cccc3cccnc23)CC1)N1CCCC1 (configuration not stated)	-7	-12
CCOc1ccc(N=C2SC(C(=O)O)CC(=O)N2C)cc1 (configuration not stated)	-10	-14
Cc1nn(C(=O)c2ccco2)c(C)c1Sc1ccccc1	·	8
Cc1cccc(-n2c(SCC(=O)NC3CCCC3)nnc2-c2ccoc2C)c1	·	-8
CCc1ccc(OC(=O)c2ccn(CC)n2)cc1	2	8
CC(C)CC(COCc1ccc(C(F)(F)F)cc1)N1CCN(C(=O)c2ccc(C(F)(F)F)cc2)CCC1=O (configuration not stated)	·	12
O=C(CCN1CCN(c2ccccc2)CC1)Nc1ccc(Cl)cc1	·	1
COc1ccc(N2CCN(C(=O)CSc3nc4cc(OC)c(OC)cc4cc3C#N)CC2)cc1	36	9
O=C(Nc1ccccn1)C1CCN(S(=O)(=O)c2cccs2)CC1	-6	8
CC(=O)c1coc2ccc(OCCN3CCCCC3)cc12	1	-7
CCC(=NCCc1ccccc1)C1=C(O)CCC1=O	-6	-1
Cc1c(NC(=O)CCC(=O)N2CCOCC2)c(=O)n(-c2ccccc2)n1C	·	-12
N#Cc1ccc(C2=NC(C(F)(F)F)(C(F)(F)F)c3c(n(Cc4ccco4)c(=O)[nH]c3=O)N2)cc1	·	10
COc1ccc(OCCNC(=O)c2ccccc2OCC(=O)N2CCCCC2)cc1	-5	4
O=C(Nc1ccc(Cl)cc1C(=O)NCCN1CCOCC1)c1ccc(Cl)cc1Cl	·	5
CCOC(=O)CCc1c(C)c2c(C)nn(-c3ccccc3)c2[nH]c1=O	-5	13
Cc1ccc(S(=O)(=O)N(c2nc(N(C)C)nc(N(C)C)n2)n2cnnc2)cc1	·	9
COCCNC(=O)COc1ccc(Br)cc1Cl	·	-9
CCCOc1ccc(C2C(C(=O)OC)=CN(CCOC)C=C2C(=O)OC)cc1	-6	-26

Quoted from the listing.
Under RmlCD inh mix, `COCCNC(=O)COc1ccc(Br)cc1Cl` has -9
Under RmlCD inh mix, `O=C(C1CCC(CNS(=O)(=O)c2cccc3cccnc23)CC1)N1CCCC1` (configuration not stated) has -12
Under RT RNaseH block, `CC(=O)c1coc2ccc(OCCN3CCCCC3)cc12` has 1
Under RmlCD inh mix, `O=C(CCN1CCN(c2ccccc2)CC1)Nc1ccc(Cl)cc1` has 1
Under RmlCD inh mix, `CCC(=NCCc1ccccc1)C1=C(O)CCC1=O` has -1

Next records:
SMILES	RT RNaseH block	RmlCD inh mix
COc1cc(NC(=O)c2cc(-n3cnnc3)ccc2Cl)cc(OC)c1	4	10
C[C@H](NC(=O)c1nc[nH]c1C(=O)N[C@@H](CCCCNC(=O)OC(C)(C)C)C(=O)OC(C)(C)C)C(=O)OC(C)(C)C	·	7
O=C1CCC(=O)N1OCCOc1ccc2c(c1)CCC2	-14	2
O=C1C=C(NCCNc2c(F)c(F)c(CO)c(F)c2F)CCC1	4	-14
O=C(NCc1ccc2c(c1)OCO2)c1ccc2snnc2c1	1	-5
CCCCOc1ccc(NC(=O)CSCC(=O)OCC)cc1	1	6
O=C(CS(=O)CC(=O)N(CC(=O)NC1CCCC1)C1CCCCC1)Nc1ccc(F)cc1 (configuration not stated)	4	4
CC1CCC(C(=O)NC(C(=O)NCc2ccccn2)C(C)C)CC1 (configuration not stated)	·	0
CCOC(=O)c1ccc2nc3c(cc2c1)CCS3	-10	?
CC(C)n1c(Nn2cnnc2)nc2ccccc21	3	-12
C=CCc1c(C)[nH]c(=S)c(C#N)c1C	77*	-13
COc1ccccc1N1CCN(C(=O)c2ccc3c(=O)n(Cc4ccco4)c(=S)[nH]c3c2)CC1	-11	9
CCOc1ccc(-c2nc(CSCC(=O)N3CCN(c4cccc(OC)c4)CC3)c(C)o2)cc1	-6	5
C=CCNC(=O)c1ccc2nccnc2c1	-7	6
S=c1[nH]nc(-c2ccc3ccccc3n2)o1	7	-4
Cc1cc(C#N)c(C)n1-c1cc(C(F)(F)F)ccc1N1CCOCC1	-11	18
COc1ccc(-c2cn3ccc4ccccc4c3n2)cc1	·	-12
C=CCSc1n[nH]c(-c2ccc(OC)cc2)n1	-4	6
Nn1c(-c2cccc(Br)c2)n[nH]c1=S	36	·
CCN(C(=O)COc1ccccc1)c1nnc(-c2cccnc2)s1	-14	-7
CC(C)CC(OC(=O)c1cccs1)C(=O)NCc1ccco1 (configuration not stated)	6	-11
NNC(=O)C=C1CCN(c2ncc(C(F)(F)F)cc2Cl)CC1	·	-7
CCOC(=O)c1nnn(-c2nc(OC)nc(N(C)C)n2)c1-c1ccccc1	2	-10
Cc1cc(C)cc(OCC(=O)Nc2ccc(F)cc2)c1	·	-4
CCCCOC(=O)c1ccc(NC(=S)NC(=O)c2c(Cl)cnn2CC)cc1	·	-8
Cn1c2ccccc2c2ncn(CCC3=CCCCC3)c(=O)c21	-1	-38
CCOc1ccc(NC(=O)CSc2nnc(C3CC3)n2N)cc1	-8	-5
COC(=O)C(C)Sc1nc2c(c(=O)n(C)c(=O)n2C)n1CCC(C)C (configuration not stated)	4	·
COc1ccc(-c2nnc(N(C)C(=O)c3cccnc3)s2)cc1	11	7
CCCCN1C2=NCCCN2c2ccccc21	·	11
Cc1ccc(C(=O)CSc2nnnn2C(C)C)c(C)c1	·	7
O=C1CCCN1CN(C(=O)c1ccc2c(c1)OCO2)c1cccc(Cl)c1	-41	14
O=[N+]([O-])c1cccc(CN(CCO)Cc2ccccc2)c1	·	0
Cc1c(C(=O)N2CCC(C(N)=O)CC2)sc(N)c1C#N	0	0
CC1N(O)C(C)(C)C(c2ccccc2)=[N+]1[O-] (configuration not stated)	·	-9
COc1ccc(Cn2nnnc2CN2CCOCC2)cc1	-11	12
N#C/C(=C(/O)COC(=O)CCCNC(=O)c1ccc(Cl)cc1)c1nc2ccccc2[nH]1	19	10
O=C(CNCC1CCCO1)Nc1ccccc1N1CCCCCC1 (configuration not stated)	·	-4
Cc1ccc(-n2c(C)cc(C(=O)COC(=O)C3=NNC(=O)CC3)c2C)cc1	·	-7
Cc1ccc(C)c(Cn2c(CO)nc3ccccc32)c1	-24	-15

Grouped by structure, the entries above with bromine (two)
SMILES	RT RNaseH block	RmlCD inh mix
COCCNC(=O)COc1ccc(Br)cc1Cl	·	-9
Nn1c(-c2cccc(Br)c2)n[nH]c1=S	36	·

Single records (already shown). Order of values: RT RNaseH block | RmlCD inh mix
Entry for CC1N(O)C(C)(C)C(c2ccccc2)=[N+]1[O-] (configuration not stated) : · | -9
Entry for Cc1ccc(C(=O)CSc2nnnn2C(C)C)c(C)c1 : · | 7
Entry for Cc1ccc(C)c(Cn2c(CO)nc3ccccc32)c1 : -24 | -15

New compounds follow:
SMILES	RT RNaseH block	RmlCD inh mix
Cc1ncc(CO)c2cc(C(N)=O)c(=Nc3ccccc3)oc12	-23	5
Cc1cc(C)cc(N2CC(C(=O)O)CC2=O)c1 (configuration not stated)	-2	19
COC(=O)C(Cc1ccccc1)NC(=O)CSc1nc(N)cc(=O)[nH]1 (configuration not stated)	-15	-6
Cn1nnnc1SCC(=O)Nc1ccccc1Cc1ccccc1	-1	6
O=C(Nc1ccccc1)C1=C(O)CC(c2ccco2)CC1=Nc1ccccc1 (configuration not stated)	-9	15
Cc1ccc(S(=O)(=O)N2CCN(C(=O)N(C)C)CC2)cc1C	0	11
C[C@]12C=CC(=O)C=C1CC[C@H]1[C@@H]3C[C@@H](O)[C@](O)(C(=O)CO)[C@@]3(C)C[C@H](O)[C@@]12F	1	4
O=C(COc1ccccc1Cl)N(Cc1ccco1)C1CCS(=O)(=O)C1 (configuration not stated)	-6	-1
COc1ccc(C2CC(O)(c3ccccc3)Oc3cc(OC)ccc32)cc1 (configuration not stated)	·	-12
Cc1cc(OCc2cc(C(=O)O)oc2C)c2c3c(c(=O)oc2c1)CCCC3	·	64
COc1ccc(OC)c(N/C=C2/CCCCC2=O)c1	-42	-9
Cc1nnc(SCCn2c(N(C)Cc3ccccc3)nc3c2c(=O)n(C)c(=O)n3C)s1	-5	13
Cc1cc(C)nc(Nc2ccc(N3CCOCC3)cc2)n1	4	-1
CC1CCN(C(=O)C2CCN(S(=O)(=O)c3cnc[nH]3)CC2)CC1	-1	-30
Cc1sc2nc(SCC(=O)NCCO)n(C)c(=O)c2c1C	-8	5
O=C(Nc1ccc(N2CCCCC2)cc1)c1ccc2c(c1)OCCO2	·	-8
CC1CCCN(CCC(=O)Nc2ccc3c(c2)CCC3)C1 (configuration not stated)	·	-3
COC(=O)C(NC=O)C(O)(Cc1ccccc1)C(F)(F)F (configuration not stated)	-4	-11
COC(=O)C1(C)NC(c2ccco2)C2C(=O)N(c3ccc(C)cc3)C(=O)C21 (configuration not stated)	-6	-13
COC(=O)c1ccc(OC(=O)C2CC(=O)N(c3cccc(C)c3)C2)cc1 (configuration not stated)	5	-1

Two records drawn at random from those above, as already listed:
SMILES	RT RNaseH block	RmlCD inh mix
Cc1cc(C)nc(Nc2ccc(N3CCOCC3)cc2)n1	4	-1
COc1ccc(OC)c(N/C=C2/CCCCC2=O)c1	-42	-9

The list continues.
SMILES	RT RNaseH block	RmlCD inh mix
C/C(=N\N=C(/N)SC1CC(=O)N(c2ccccc2)C1=O)c1cccs1 (configuration not stated)	·	-9
CC(C)NC(=O)C1CCCN(S(=O)(=O)c2ccc(-n3cnnn3)cc2)C1 (configuration not stated)	·	-17
CSC1=C(C#N)C(c2ccccc2Cl)C(C(C)=O)=C(C)N1 (configuration not stated)	·	-10
Cc1ccccc1-n1c(Cn2c(=O)sc3ccccc32)nnc1SCC(=O)NCC1CCCO1 (configuration not stated)	-2	-9
COc1ccc(CNC(=O)CSc2nnc(Cn3nnc4ccccc43)n2C)cc1	·	-11
CCCCSCCCNC(=O)CS(=O)Cc1nc(-c2cccc(C)c2)oc1C (configuration not stated)	3	2
CC(C)N(Cc1nc(-c2ccccc2)no1)C(=O)Cc1ccccc1	-12	9
CCN1C/C(=C\c2cccc(C)c2)c2nc3ccccc3c(C(=O)O)c2C1	·	9
O=C(CC1Oc2ccccc2NC1=O)NC1CC1 (configuration not stated)	-3	·
CC(Oc1ccccc1)C(=O)Nc1cccc(F)c1 (configuration not stated)	·	-13
CC1(C)NC(C)(C)c2nonc2/C1=N\O	-1	9
Nc1nonc1-n1nnc(C(=O)c2ccccc2)c1-c1ccccc1	-26	-1
COc1ccc(C2=CC3=C(Br)C(=O)C(C)(OC(=O)c4cnc5ccccc5n4)C(=O)C3=CO2)cc1 (configuration not stated)	·	-4
CCOC(=O)c1c(NC(=O)CSc2nc3c(c(=O)n(C)c(=O)n3C)n2C(C)C)sc(C)c1C	-16	6
CCC1CCc2c(sc(NC(=O)c3ccco3)c2C(N)=O)C1 (configuration not stated)	·	-3
C[C@H](NC(=O)OC(C)(C)C)c1nnc(SCC(=O)Nc2ccc(Br)cc2)o1	4	-3
CCO[C@H]1OC(C(=O)NC2CC2)=C[C@@H](C)[C@@H]1CCCO	·	-11
CCCC(C)C(=O)Nc1ccc(C(N)=O)cc1 (configuration not stated)	2	-1
Cc1ccccc1SCC(=O)NC1CCOC1=O (configuration not stated)	1	43
O=C1CC(=O)C(n2cncn2)C(c2ccc(Cl)cc2Cl)C1 (configuration not stated)	·	0
Cc1cccc(-c2nnc(NC(=O)c3cccs3)s2)c1	·	5
COc1ccc2c(c1)NC1(O)c3ccccc3C(=O)C21O (configuration not stated)	8	-11
Cc1cccc(-c2nc3c(c(SCC(=O)N4CCOCC4)n2)CCCC3)c1	·	3
COc1ccc(Br)cc1-c1noc(-c2ccncc2)n1	-21	8
O=C(CCSCCC(=O)NCc1ccco1)NCc1ccco1	77*	10
COc1ccccc1NC(=O)N1CCN(c2ccccc2F)CC1	-1	-18
C=CCn1c(O)c(C(=O)CCCCCC)c(=O)[nH]c1=O	-2	-8
Cc1cc(C)c(C)c(OCC(=O)NCc2nc(-c3ccccc3)no2)c1	-3	-11
O=C1CC(N2CCC(n3c(=O)[nH]c4ccccc43)CC2)C(=O)N1c1ccc(F)cc1 (configuration not stated)	7	-9
CCn1c(Cc2ccccc2)nnc1SCC(=O)Nc1ccc(N)cc1	·	-1
CC(=O)N/C(=C/c1ccccc1)C(=O)NCCO	·	-19
CNC(=O)COc1ncnc2sccc12	·	2
O=C(NCCC1=CCCCC1)C1CCN(S(=O)(=O)c2cnc[nH]2)CC1	-11	-25
CCc1nnc(NC(=O)C2CCN(c3nc(C)cc(C)n3)CC2)s1	2	0
O=C(NC1CC1)c1c[nH]c2ccc(S(=O)(=O)Nc3cccc(C(F)(F)F)c3)cc2c1=O	9	7
COc1ccc(N2CC(O)=C(c3nc4ccccc4s3)C2=N)cc1	-12	6
CC(C)C(=O)NC(c1ccco1)c1c(O)ccc2ccccc12 (configuration not stated)	·	-9
O=C(NCc1ccccn1)c1cnc2sccn2c1=O	-27	4
Cc1ccc(C(=O)Nc2ncc3c(Cl)cccc3n2)cc1	·	6
CC(NC(=O)c1ccc(NS(C)(=O)=O)cc1)c1ccccc1 (configuration not stated)	-2	·
Cc1ccc(C(C(=O)NCc2ccco2)N(C(=O)CNC(=O)c2cccs2)c2c(C)cc(C)cc2C)cc1 (configuration not stated)	·	1
O=C(CSc1nnc(NC(=O)C2CCC2)s1)Nc1ccc(N2CCOCC2)cc1	-1	30
c1cnn(-c2nc(N3CCOCC3)nc(N3CCOCC3)n2)c1	-15	8
